# DT40 TDP1 no CPT – qHTS for Inhibitors of human tyrosyl-DNA phosphodiesterase 1 (TDP1): qHTS in cells in absence of CPT | DT40 Tdp1-/- hTDP1 cells, no CPT, ATP luminescence, 48 h | Potency, µM (series often up to 46.2 µM), for inactives: top-dose activity change, negative = growth inhibition, most hits filed as inhibitors | 420,000 compounds, 15% hits | AID 686978, 2013; active = well fitted inhibition curve with a large enough effect; inconclusive = small, poorly fitted or top-dose-only effect; note: nearly all actives have a fitted effect of over 55% in size
#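 A cellular qHTS used chicken DT40 cells lacking endogenous Tdp1 but carrying stably transfected human TDP1. Compounds were applied without camptothecin, and cell growth kinetics were judged by ATP-dependent luminescence after ≥48 hr.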
# * marks the source's active call; other numbers are inactive results; ? = inconclusive; & = joins results of further samples; [ ] = remark or other dose. % is set by controls: 0 for no effect and ±100 for the full control effect; potency is the fitted concentration of half-maximal effect.
SMILES	DT40 TDP1 no CPT
O=S(=O)(N1CCN(c2nc(-c3cccs3)nc3ccccc23)CC1)C(F)(F)F	?
CO[C@H]1C=CO[C@@]2(C)Oc3c(C)c(O)c4c(O)c(c5c(nc6cc(C)ccn65)c4c3C2=O)NC(=O)/C(C)=C\C=C[C@H](C)[C@H](O)[C@@H](C)[C@@H](O)[C@@H](C)[C@H](OC(C)=O)[C@@H]1C	13µM*
Cc1ccc(S(=O)(=O)N2CCN(C(=O)COC(=O)COc3ccc(Br)cc3)CC2)c(C)c1	15%
O=C(Nc1ccc2c(c1)Cc1ccccc1-2)c1cc2ccccc2o1	?
COc1ccc(F)cc1-c1cc(C(=O)Nc2ccc(C)c(NS(C)(=O)=O)c2)[nH]n1	16µM*
O=C(CSc1nnc2ccccn12)Nc1ccccc1[N+](=O)[O-]	-1%
O=C(NC(c1cccnc1)c1ccc2c(c1)OCO2)C1CCN(CCOc2ccc(Cl)cc2Cl)CC1 (configuration not stated)	?
O=c1cc(CN2CCN(c3ccccc3)CC2)c2ccccc2o1	-1%
CN(C)CCNC(=O)c1cccc2c(-c3ccc(F)c(F)c3)coc12	?
CC1(C(=O)NCc2ccccc2)CN(S(C)(=O)=O)CC(=O)N1CCc1c[nH]c2ccccc12 (configuration not stated)	7%
CC(C)c1c(C(=O)NCc2cccnc2)cnn1-c1nccc(-c2cccs2)n1	?
COc1cc(NC(=O)CSc2nnc3c(n2)[nH]c2ccc(OC)cc23)cc(OC)c1	-22%
COc1ccc(C(C)=O)cc1Cn1c(C)c(C(=O)NCc2cccc(C)c2)sc1=O	?
Nc1ccn([C@@H]2O[C@H](CNS(=O)(=O)c3cc4ccccc4s3)[C@@H](O)[C@H]2O)c(=O)n1	-4%
CN(C(=O)c1cccc(NC(=O)Cc2cccc(NC(=O)C3CCCN(C(=O)c4ccccc4)C3)c2)c1)C1CC1 (configuration not stated)	?
O=C(CC[C@H]1O[C@@H](n2ccc(=O)[nH]c2=O)[C@H](O)[C@@H]1O)NCC(c1ccccc1)c1ccccc1	-16%
CN1NC(=O)CC1c1ccccc1 (configuration not stated)	-24%
O=C(NCc1ccc(C(F)(F)F)cc1)c1ccc(-c2ccc(F)c(F)c2)c2ccoc12	?
Cc1ccc(CCNc2ccc3ccccc3c2)cn1	-24%
O=C1NC(=S)NC1=Cc1ccc(O)cc1	-21%
CCCCCC(=O)N(Cc1ccccc1)c1c(N)n(CCOC)c(=O)[nH]c1=O	-11%
CCOC(=O)C1=C(COC(=O)CNS(=O)(=O)c2c(F)cc(F)cc2Br)NC(=O)NC1C (configuration not stated)	11%
COCCNc1nc(-c2cc(F)ccc2C)c2sc(-c3ccccc3)cc2n1	15µM*
C[C@@H]1CN([C@H](C)CO)C(=O)CCCn2cc(nn2)CO[C@H]1CN(C)C(=O)OCc1ccccc1	?
O=C(NCCc1ccccn1)C1CC12CCN(C(=O)c1ccccc1Cl)CC2 (configuration not stated)	6%
CC(=NNC(=S)N1CCC1)c1ccccn1	-114%
CCCCCCCCCCNC(=O)CCn1[nH]c(=O)c2ccccc2c1=O	-15%
COCC(=O)Nc1cc(C(=O)N2CCCCC2c2nccn2C)cc2nc(-c3ccccc3)n(C)c12 (configuration not stated)	-8%
Cc1cc(C)c2cc(C#N)c(NCCNC(=O)c3ccccc3)nc2c1	?
COc1ccc(C(C)(O)c2nc(-c3cccs3)cs2)cc1 (configuration not stated)	?
CCN1CCN(S(=O)(=O)c2ccc(Cl)c(C(=O)N(C)C3CCCCC3)c2)CC1	?
CCCCNC(=O)c1c(CSc2ccc(Cl)cc2)noc1C(=O)NCc1ccccc1	?
COc1ccc(-n2c(-c3ccc(Cl)cc3)n[nH]c2=S)c(OC)c1	-3%
O=C(Nc1cc(Cl)ccc1Cl)N1CCN(C(=O)Nc2cc(Cl)ccc2Cl)CC1	?
OC(c1ccccc1)(c1ccccc1)C1CCN(CCCOc2ccccc2Cl)CC1	16µM*
COCCNC(=O)c1onc(CSc2ccc(F)c(F)c2)c1C(=O)NCCOC	-7%
O=S(=O)(NC(CO)Cc1ccccc1)c1ccc(Br)cc1F (configuration not stated)	-23%
CC(C)(C)S(=O)N1Cc2ccc(CO)cc2[C@H]1CCO (some centres not stated)	2%
CCC(C)[C@H](NC(=O)[C@@H]1Cc2ccccc2CN1)C(=O)NCc1ccc(C)cc1 (some centres not stated)	?
OC[C@@H]1CN(Cc2ccco2)C[C@H](n2cnc3c(NCc4ccc(F)cc4)ncnc32)O1	-6%
Cc1cc2oc(C(=O)NCC(c3ccco3)N3CCCC3)c(C)c2cc1C (configuration not stated)	21µM*
COc1cccc(-c2cc3nc(NCc4ccc5occc5c4)n(C)c(=O)c3s2)c1	?
COc1ccc(-c2nc3ccc(C)cn3c2CC(C)(C)C)cc1OC	21µM*
Cc1ccc(C)c(-n2c(-c3ccco3)n[nH]c2=S)c1	-15%
COc1ccc(CCNC(=O)c2cccc(C(=O)NCCc3ccc(OC)cc3)n2)cc1	?
Cc1cc(C)cc(Nc2ccc3nonc3c2[N+](=O)[O-])c1	-27%
Cc1cccc(C)c1NC(=O)C(NS(=O)(=O)c1ccc2c(c1)CCC(=O)N2)c1ccccc1 (configuration not stated)	-26%
COc1ccc(CNC(=O)[C@@H](Cc2ccccc2)NC(=O)CC[C@H]2O[C@@H](n3ccc(=O)[nH]c3=O)[C@H](O)[C@@H]2O)cc1	1%
Cc1c(C(=O)N2CCN(C)CC2)sc2ncnc(NCC3(c4ccccc4)CCOCC3)c12	-13%
COc1cccc(CNC(=O)[C@@H]2CCCN2C(=O)[C@H]2CCCCN2C(=O)OC(C)(C)C)c1	-14%
COc1ccccc1-c1ccnc(-n2ncc(C(=O)NCCCN3CCOCC3)c2C)n1	-3%
Cc1ccc(-c2nc3cc(C)c(Br)c(C)n3c2Cc2cccc(F)c2)cc1	10µM*
Fc1ccc2c(c1)Sc1ccc(Cl)cc1CC2N1CCN(CCC2OCCO2)CC1 (configuration not stated)	18µM*
CC1(C)OC2OC3C(CN)OC(c4ccccc4)OC3C2O1 (configuration not stated)	-2%
CN(CCCc1cnc[nH]1)C(=S)NCCCN(Cc1ccc(Cl)cc1)c1ccc(Br)cn1	?
Cc1ccc(Cn2c(C3CCCN3c3nc(-c4ccc(F)cc4)cs3)nc3cc(C(=O)NCCCO)ccc32)cc1 (configuration not stated)	?
CC(C)NC(=O)CN1CCN(C(c2cc3ccccc3o2)c2nnnn2C(C)(C)C)CC1 (configuration not stated)	-16%
COC(=O)C1CC(C(=O)OC)C2C(C(=O)OC)CC(C(=O)OC)C12 (configuration not stated)	-15%
CC(=O)Nc1cc(-c2ccc(F)cc2)cn2c(-c3ccc(F)c(Cl)c3)cnc12	23µM*
COC(=O)[C@@]12C[C@@H](CC(=O)N3CCN(C(=O)C4CC4)CC3)C(=O)N(Cc3ccc4c(c3)OCO4)C1=CCC(C)(C)C2	16µM*

# Further records.
SMILES	DT40 TDP1 no CPT
COc1cc(C(=O)NC2CCN(C)CC2)ccc1Nc1ncc2c(n1)N(Cc1ccccc1)CCC(=O)N2C	5.2µM*
COCCNC(=O)C1CCCN(C(=O)c2ccc(OC)c(F)c2)CC1 (configuration not stated)	6%
NC[C@H]1O[C@H](O[C@H]2[C@H](O[C@@H]3O[C@H](CO)[C@@H](O)[C@H]3O)C(O)[C@H](N)C[C@@H]2N)[C@H](N)[C@@H](O)[C@@H]1O (some centres not stated)	-9%[21.1 µM]
COc1ccc(C2(CNC(=O)c3cc(OC)c(OC)c(OC)c3)CCCC2)cc1OC	?
COc1ccc(C(C)(O)c2nc(-c3ccc4c(c3)OCO4)cs2)cc1 (configuration not stated)	?
CCOC(=O)CSc1snnc1C	10%
Clc1ccccc1-c1cc2nc(NCCCn3ccnc3)ccn2n1	-1%
C[C@H](CO)N1C[C@H](C)[C@@H](CN(C)C(=O)Cc2ccccc2)OCCCC[C@H](C)Oc2ccc(NC(=O)NC3CCCCC3)cc2C1=O	?
CCOC(=O)N1CCN(C(=O)CN(c2ccc(C)cc2C)S(=O)(=O)c2ccccc2)CC1	-21%
Cc1ccc(F)cc1C(=O)N1CCCC(c2cc(C(=O)Nc3ccccc3)no2)C1 (configuration not stated)	?
c1nc(NCC2CCCO2)c2[nH]cnc2n1 (configuration not stated)	-14%&14%&-27%
OC[C@@H]1CN(Cc2ccc(Cl)cc2)C[C@H](n2cnc3c(N4CCCC4)ncnc32)O1	?

# Given as labelled records: three of the compounds above
COc1ccc(C(C)(O)c2nc(-c3ccc4c(c3)OCO4)cs2)cc1 (configuration not stated)
  DT40 TDP1 no CPT = ?

C[C@H](CO)N1C[C@H](C)[C@@H](CN(C)C(=O)Cc2ccccc2)OCCCC[C@H](C)Oc2ccc(NC(=O)NC3CCCCC3)cc2C1=O
  DT40 TDP1 no CPT = ?

COc1ccc(C2(CNC(=O)c3cc(OC)c(OC)c(OC)c3)CCCC2)cc1OC
  DT40 TDP1 no CPT = ?

# More entries follow:
SMILES	DT40 TDP1 no CPT
Cn1c(=O)c2c(nc(N3CCOCC3)n2Cc2ccccc2Cl)n(C)c1=O	?
COc1cc(NC(=O)c2ccc(C)c(Cl)c2)ccc1NC(=O)c1cc2ccccc2o1	?
Cc1ccc(S(=O)(=O)N2CC3(O)CN(C(=O)OC(C)C)N(C(=O)OC(C)C)CC3(OC(=O)NCc3ccccc3F)C2)cc1 (configuration not stated)	?
Cc1cccc2c1NC(=O)C2=O	-6%
CC(=O)OC1CCC2(C)C(=CCC3C2CCC2(C)C3CC3ON=C(C)C32)C1 (configuration not stated)	?
CCCCNC(=O)C1(C)CCN1C(=O)c1cc(-c2cccs2)oc1C (configuration not stated)	3.7µM*
Cc1ccc(OC2CCN(C(=O)[C@H]3O[C@@H](n4ccc(=O)[nH]c4=O)[C@H](O)[C@@H]3O)CC2)cc1	?
CC1=C(C(=O)N(C(C)C)C(C)C)CC(CC(=O)NCCCCc2ccccc2)C(=O)N1Cc1ccccc1 (configuration not stated)	23µM*
CCc1cccc(CC)c1C(OC(C)=O)c1cccnc1 (configuration not stated)	?
CCOC1=C2[C@@H](CN(S(=O)(=O)c3ccccc3C)[C@H]2c2ccc(Cl)cc2)[C@H]2C(=O)N(c3ccccc3)C(=O)[C@H]2C1	-16%
CC[C@]1(C(=O)OC)[C@H]2C(=O)N(C)C(=O)[C@H]2[C@H]2CN(C)C(=NC3CCCCC3)N21	-7%
COc1ccc(N2CCN(C(=O)C(=O)c3cn(CC(=O)N4CCCC4)c4ccccc34)CC2)cc1	?
Cc1ccc(S(=O)(=O)N2[C@@H](Cc3ccccc3)CO[C@H]2CC(=O)OCc2ccccc2)cc1	23µM*
COc1ccc(/C=C/c2ccc3ccccc3[n+]2C)c(OC)c1OC	1.1µM*
OC(Br)C(O)C(O)N1CCCc2ccccc21 (configuration not stated)	-7%
N#CCCN(Cc1ccccc1)C(C(=O)NC1CCCCC1)c1ccnc2ccccc12 (configuration not stated)	?
CN1[C@@H](Cc2ccccc2)COc2cc(N3CCSCC3)ccc2S1(=O)=O	16µM*
Nc1nc(SCc2ccccc2[N+](=O)[O-])c2ncn(Cc3ccccc3)c2n1	?
CC(OC(=O)c1ccc2c(c1)OCO2)C(=O)NC1CCCCC1 (configuration not stated)	?
COCCNC(=O)C1(C)CCN(Cc2ccc3ccccc3c2Br)C1 (configuration not stated)	10µM*
COC(=O)CC1(C(=O)OC)Nc2cc(Cl)c(Cl)cc2S(=O)(=O)N1O (configuration not stated)	-26%
CC(C)Nc1nc(Nc2ccc(Cl)cc2F)c2sccc2n1	21µM*
NC(CSC1(c2cccc3ccccc23)c2ccccc2-c2ccccc21)C(=O)O (configuration not stated)	?
S=C(Cc1ccc(-c2ccccc2)cc1)N1CCOCC1	-19%

# In the list so far, these have a CF3 group:
SMILES	DT40 TDP1 no CPT
O=S(=O)(N1CCN(c2nc(-c3cccs3)nc3ccccc23)CC1)C(F)(F)F	?
O=C(NCc1ccc(C(F)(F)F)cc1)c1ccc(-c2ccc(F)c(F)c2)c2ccoc12	?

# Continuation.
SMILES	DT40 TDP1 no CPT
Oc1cc(CNC2CCCCC2)c(O)cc1CNC1CCCCC1	5.8µM*
O=C(COC(=O)c1ccccc1OCCOc1ccccc1)Nc1ccc(Br)cc1	-1%
CO[C@H]1C=CO[C@@]2(C)Oc3c(C)c(O)c4c(O)c(c5c(c4c3C2=O)=NC2(CCN(CC(C)C)CC2)N=5)NC(=O)/C(C)=C\C=C/[C@H](C)[C@H](O)[C@@H](C)[C@@H](O)[C@@H](C)[C@H](OC(C)=O)[C@@H]1C	?
OC[C@@H]1CN(Cc2ccc(F)cc2)C[C@H](n2cnc3c(N4CCOCC4)ncnc32)O1	-1%
CC(C)C[C@@H](CO)NS(=O)(=O)c1c(F)cccc1F	-6%
O=C(Nc1cccc2c1CCCC2)c1cc(C2CCCCN2C(=O)OCCF)on1 (configuration not stated)	9.2µM*
C[C@H](CO)N1C[C@H](C)[C@H](CN(C)S(=O)(=O)c2cccs2)Oc2ncc(-c3cc4ccccc4o3)cc2C1=O	15µM*
COCCN(C(=O)CSc1nnc(-c2cccc(Cl)c2)n1N)c1c(N)n(CC(C)C)c(=O)[nH]c1=O	5%
C[C@H](CO)N1C[C@H](C)[C@@H](CN(C)C(=O)Nc2ccccc2)Oc2ncc(-c3ccc(C#N)cc3)cc2C1=O	-26%

# Screening data as filed in PubChem BioAssay.

# Only part of the results is shown, so the mix of outcomes need not match the whole.
